Screening data deposited in PubChem BioAssay by several laboratories.
PMI act: activators of human PMI, primary screen, biochemical, fluorescence intensity, near-Km mannose 6-phosphate; purified human PMI, coupled resazurin fluorescence, 20 min; stronger effect = higher value; 1 = vehicle control, 0 substrate-free wells; activation factor at 20 µM; hit rate 0.005% among 190,000; AID 1214, 2008;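 active = activation factor of 2 or more at 20 µM, relative to plate controls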
Target sequence (P34949 whole entry, looked up): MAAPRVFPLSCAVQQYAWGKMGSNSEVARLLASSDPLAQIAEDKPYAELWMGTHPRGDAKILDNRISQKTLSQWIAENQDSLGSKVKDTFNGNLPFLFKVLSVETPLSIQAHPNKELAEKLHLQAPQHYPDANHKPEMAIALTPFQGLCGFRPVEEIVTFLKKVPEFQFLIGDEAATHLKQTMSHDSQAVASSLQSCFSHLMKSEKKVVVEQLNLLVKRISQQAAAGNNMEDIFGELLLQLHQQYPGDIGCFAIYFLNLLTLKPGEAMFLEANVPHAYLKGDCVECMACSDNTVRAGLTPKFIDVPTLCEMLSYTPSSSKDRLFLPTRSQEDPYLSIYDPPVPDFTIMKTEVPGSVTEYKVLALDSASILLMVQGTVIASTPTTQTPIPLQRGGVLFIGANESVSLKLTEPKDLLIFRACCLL
TNAP inh hiacc: human TNAP enzyme inhibitors, primary screen, biochemical, luminescent, high phosphate acceptor level, uHTS; hit rate 0.03% among 200,000; inhibition, % at 20 µM; purified TNAP, CDP-star luminescence, 1 M DEA;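 active = over 50% inhibition of tissue-nonspecific alkaline phosphatase at 20 µM in the single-dose screen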;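 note: plate controls were DMSO wells for no effect and EDTA-quenched wells as full inhibition for full effect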
Target sequence (P05186 whole entry, looked up): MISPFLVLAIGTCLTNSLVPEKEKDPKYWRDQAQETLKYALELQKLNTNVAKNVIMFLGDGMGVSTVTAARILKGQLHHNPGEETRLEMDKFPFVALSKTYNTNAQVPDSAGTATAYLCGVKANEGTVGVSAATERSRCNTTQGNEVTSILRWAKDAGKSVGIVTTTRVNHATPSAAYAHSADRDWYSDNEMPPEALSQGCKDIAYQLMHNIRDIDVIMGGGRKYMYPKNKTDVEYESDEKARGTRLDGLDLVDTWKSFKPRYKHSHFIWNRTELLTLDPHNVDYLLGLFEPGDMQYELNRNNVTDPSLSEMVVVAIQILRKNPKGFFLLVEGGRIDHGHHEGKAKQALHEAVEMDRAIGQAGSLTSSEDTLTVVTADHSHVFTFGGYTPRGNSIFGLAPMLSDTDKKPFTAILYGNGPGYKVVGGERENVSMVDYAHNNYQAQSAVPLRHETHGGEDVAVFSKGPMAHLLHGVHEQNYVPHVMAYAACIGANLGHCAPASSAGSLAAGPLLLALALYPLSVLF
bIAP inh: bovine intestinal alkaline phosphatase inhibitors, primary screen, selectivity assay for TNAP inhibitor project, biochemical, bovine IAP, CDP-star luminescence; alkaline phosphatase, intestinal [Bos taurus]; purified bovine IAP, 30 min; inhibition, % at 20 µM; 190,000 tested, under 10 active; AID 1019, 2008;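 active = over 50% inhibition of intestinal alkaline phosphatase at 20 µM in the single-dose screen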
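Assay system – bovine IAP enzyme · Quantity – bovine IAP at 1/65,000,000 final dilution · Detection – CDP-star luminescence signal · Times – 30 min reaction at room temperature · Also added – CDP-star substrate at 30 µM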
bIAP act: bovine intestinal alkaline phosphatase activators, primary screen, biochemical, bovine IAP, CDP-star luminescence; purified bovine IAP, 30 min; stronger effect = higher value; fold of DMSO-control signal, blank-subtracted; alkaline phosphatase, intestinal [Bos taurus]; hit rate 0.17% among 200,000; activation factor at 20 µM;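 active = activation factor of 2 or more at 20 µM, a signal rise over negative controls twice the positive control's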
PMI act hi M6P: human PMI activators, high substrate, primary screen, biochemical, fluorescence intensity, near-saturating mannose 6-phosphate; Mannose-6-phosphate isomerase (Homo sapiens), P34949; coupled PMI enzyme assay, resazurin fluorescence, 20 min; stronger effect = higher value; 1 = untreated enzyme, 0 = substrate-free blank; AID 1216, 2008; hit rate 0.34% among 190,000; activation factor at 20 µM;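 active = activation factor of 2 or more at 20 µM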
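Material: human phosphomannose isomerase with PGI, G6PDH, diaphorase coupling enzymes / Reagent: Man-6-P substrate 1.0 mM / Dosing: single compound dose of 20 µM, 1% DMSO final / Incubation: enzyme reaction with compound 20 min at room temperature / Signal: resorufin fluorescence (Ex 544/Em 590 nm) from resazurin via diaphorase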
L major viab: Leishmania major promastigote growth inhibition, primary screen | Leishmania major promastigotes, resazurin fluorescence viability | inhibition, % at 10 µM | hit rate 9% among 200,000; in the data active = inhibition above about 50%;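 note: promastigotes grown with compound for 44 hours at 28 °C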
Diaph inh CS: diaphorase inhibitors and chemical oxidizers, primary screen, counter-screen for diaphorase-coupled primary assays, biochemical, uHTS, resorufin fluorescence | inhibition, % at 20 µM | diaphorase resazurin-to-resorufin fluorescence, NADH, 16 min; bacterial (C. kluyveri) enzyme, not human | hit rate 0.69% among 190,000 | AID 1217, 2008;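 active = primary screen inhibition at 20 µM above a set limit, cut at about 50% in these data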;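 note: plate controls were DMSO with full reaction for no effect and wells lacking NADH for full effect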
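Benchmarks: positive control wells lacking NADH, neutral wells with DMSO only. System: bacterial diaphorase enzyme (C. kluyveri). Input: 0.14 U/mL diaphorase, enzyme working solution. Detection: resorufin fluorescence, excitation 544 nm, emission 590 nm. Times: 16-min room-temperature incubation before reading.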
TNAP inh noacc: human TNAP enzyme inhibitors, primary screen, biochemical, luminescent, no phosphate acceptor, uHTS. hit rate 0.26% among 200,000. purified TNAP, CDP-star luminescence, 30 min. Alkaline phosphatase, tissue-nonspecific isozyme (Homo sapiens), P05186. inhibition, % at 20 µM;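 active = tissue-nonspecific alkaline phosphatase inhibition above about 50% at 20 µM in the single-dose screen, limit read from the data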;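 note: 0% = DMSO negative control and 100% = EDTA positive control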
Diaph act CS: compounds boosting diaphorase resazurin reduction – biochemical, uHTS, resorufin fluorescence, counter-screen for diaphorase-coupled primary assays, primary screen; Diaphorase/resazurin coupled assay, 16 min; stronger effect = higher value; 1 = vehicle wells, 0 = NADH-free wells; activation factor at 20 µM; hit rate 0.005% among 190,000; AID 1229, 2008;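 active = diaphorase activity raised at least twofold by the compound at 20 µM; inactive = activation factor below 2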
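Measured by – red resorufin fluorescence at 544/590 nm excitation/emission · Test system – Clostridium kluyveri diaphorase, purified enzyme · Incubation – reaction time 16 min, room temperature · Buffer or medium – 50 mM HEPES pH 7.4 with 4.542 mM MgCl2, 0.005% Tween 20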
TNAP act hi DEA: TNAP activators at high phosphate acceptor level, primary screen, biochemical, luminescence, uHTS. 200,000 tested, under 10 active. AID 1136, 2008. activation factor at 20 µM. purified TNAP, CDP-star luminescence, 1 M DEA, 30 min; stronger effect = higher value; 0 = EDTA background, 1 = DMSO-only activity;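 active = activation factor at least 2 at 20 µM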
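system = human TNAP | amount = enzyme diluted 1/800 final | reagent = 100 µM CDP-star substrate | signal = luminescent substrate turnover signal | dosing = one dose, 20 µM | benchmarks = EDTA negative control, DMSO positive control | measure = activation factor | timing = 30 min reaction, room temperature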
* marks the source's active call; other numbers are inactive results; . = no result given.

Start of the data: the first 2 compounds as a preview:
SMILES	PMI act	TNAP inh hiacc	bIAP inh	bIAP act	PMI act hi M6P	L major viab	Diaph inh CS	TNAP inh noacc	Diaph act CS	TNAP act hi DEA
COc1cc2c(cc1OC)/C(=C/C#N)NC(C)(C)C2	1	-4	1	1	0.9	5	15	-5	0.9	1
O=C(CCN1C(=O)/C(=C/c2ccccc2)SC1=S)NNC(=O)c1cccnc1	0.9	8	-22	1.2	1.1	-1	-1	-64	1	0.9

All compounds of this part, previewed entries included:
SMILES	PMI act	TNAP inh hiacc	bIAP inh	bIAP act	PMI act hi M6P	L major viab	Diaph inh CS	TNAP inh noacc	Diaph act CS	TNAP act hi DEA
COc1cc2c(cc1OC)/C(=C/C#N)NC(C)(C)C2	1	-4	1	1	0.9	5	15	-5	0.9	1
O=C(CCN1C(=O)/C(=C/c2ccccc2)SC1=S)NNC(=O)c1cccnc1	0.9	8	-22	1.2	1.1	-1	-1	-64	1	0.9
O=C(NC(=S)Nc1ccc(NC(=O)c2cccs2)cc1)c1cc2ccccc2o1	1.1	-3	15	0.9	1.1	85*	-8	-4	1.1	1
Cc1c(C(=O)Nc2nccs2)sc2nc(-c3cccs3)cc(C(F)(F)F)c12	1	0	-2	1	1	34	10	-6	0.9	1
Cn1nnnc1SCC(=O)Nc1cc(C(F)(F)F)ccc1N1CCOCC1	1	-7	-4	1	1	2	13	-10	0.9	1.1
CCCNC(=O)Cn1c(=O)cnc2ccccc21	0.9	1	-41	1.4	0.9	0	7	-9	0.9	1
C#CCOC(=O)CCC(=O)Nc1cc(OC)nc(OC)n1	1	-3	9	0.9	1	-4	9	-9	0.9	1
CSc1nc2n(n1)C(c1cccc(F)c1)C(C(=O)Nc1ccc(C)cc1C)=C(C)N2 (configuration not stated)	1	2	5	1	0.9	-7	2	-7	1	1
Cc1cccc(C)c1NC(=O)c1cc2c(=O)c3ccccc3oc2nc1C(F)(F)F	1	-2	-9	1.1	1	1	-8	-8	1.1	1
O=C(CCCc1nc2ccccc2s1)NCc1cccnc1	1.1	-1	-5	1.1	1.1	-3	-2	-6	1	1
COc1cc(C(=O)c2c(C)c(CCC#N)n3ccccc23)cc(OC)c1OC	1.2	-1	-7	1.1	1	14	-1	-13	1	1
O=S(=O)(/N=C(/c1ccccc1)N1CCCCCC1)c1ccccc1	1	-4	3	1	1.1	11	13	-16	0.9	1
CN1CCN(CCCNC(=O)c2cc3c(-c4ccc(Cl)cc4)nn(C)c3s2)CC1	1	-10	0	1	0.9	100*	-3	-20	1	1.1
Cc1nc([N+](=O)[O-])c(C(=O)OCc2ccccc2F)n1C	1.1	0	-10	1.1	1	2	3	0	1	1
COc1ccc(CNC(=O)c2ccc(Br)o2)cc1	1	1	14	0.9	1	1	7	-4	0.9	1
Cc1cccc(/N=C/c2c(O)[nH]c3ccccc23)n1	0.9	-1	18	0.8	1	5	9	0	0.9	1
N#CC1=C(N)Oc2n[nH]c(-c3ccccc3)c2C1c1cccnc1 (configuration not stated)	1	-2	-6	1.1	1	12	5	36	1	1
CN1C(=O)NC(c2ccc(O)cc2)C2=C1CN(c1ccc(O)cc1)C2=O (configuration not stated)	1	-5	-13	1.1	1	6	3	-11	1	1.1
Cc1nn(C)c(Oc2ccc(Cl)cc2)c1C=O	1.1	-2	4	1	1	-8	3	-12	1	1
CNc1ccccc(C(=O)/C=C/c2ccccc2OC)c1=O	1.2	2	2	1	1	13	30	10	0.7	1
CC(C)(C)c1ccc(C(=O)NNC(=O)Cc2ccccc2)cc1	1	-5	-46	1.5	1.1	0	-2	-41	1	1.1
Cc1ccc(NS(=O)(=O)c2cccc(C(=O)NCC(c3cccs3)N(C)C)c2)cc1 (configuration not stated)	0.9	-5	-2	1	1	7	6	-17	0.9	1
C=CCn1c(SCC(=O)NC2CCS(=O)(=O)C2)nnc1-c1cc2c(s1)CCC(CC)C2 (configuration not stated)	0.9	0	.	0.5	0.9	-1	11	-9	0.9	1
CSc1n[nH]c(-c2sccc2OCc2ccc(C)cc2)n1	0.9	1	8	0.9	1	31	12	5	0.9	1
O=C(O)C1CCC(=O)N(C2CCCCC2)C1c1ccccc1 (configuration not stated)	1.1	-3	7	0.9	1.2	-5	-4	-11	1	1
O=C(CCN1C(=O)/C(=C\c2ccccc2)SC1=S)NNC(=O)c1cccnc1	0.9	3	-37	1.4	0.9	6	14	-62	0.9	1
Cc1nc2sc(C(c3cccs3)N3CCN(C(=O)c4ccco4)CC3)c(O)n2n1 (configuration not stated)	0.8	0	-12	1.1	0.9	-6	5	-1	0.9	1
COc1ccc(OC)c(C2C(C(=O)Nc3ccccc3OC)=C(C)Nc3nc(CCCO)nn32)c1 (configuration not stated)	0.9	-3	-9	1.1	0.9	0	21	-7	0.8	1
COc1ccc(-c2nc3ccccc3c(=O)n2CCCN2CCOCC2)cc1	1	0	-2	1	1	-3	5	-8	0.9	1
COc1ccc2c(c1)CC/C(=C/c1cc(OC)c(OC)c(OC)c1)C2=O	0.8	2	-7	1.1	0.5	40	12	2	0.9	1
COc1ccc(CNC(=O)c2c(C)nc3ccccn23)cc1	1	1	8	0.9	1	6	3	-5	1	1
Cc1ccc(CSc2nc3c(c(=O)[nH]c(=O)n3C)n2CCC(C)C)cc1	1	1	0	1	1	17	12	-13	0.9	1
CNC(=O)COC(=O)Cc1ccc(Cl)cc1	1.1	-2	8	0.9	1	0	-3	-9	1	1
CCOc1ccc(N2C(=O)C3C(c4ccc(O)cc4)NC(CCSC)(C(=O)OC)C3C2=O)cc1 (configuration not stated)	1	-5	-14	1.1	1	-4	8	-3	0.9	1
CCN=C1S/C(=C\c2sccc2C)C(=O)N1CC	0.9	-3	10	0.9	1	-2	11	-12	0.9	1
Cc1cc(S(=O)(=O)N2CCCC2)ccc1OCC(=O)N1CCOCC1	0.9	-1	6	0.9	1	-8	16	-10	0.8	1
Cc1ccc(CN2CCN(Cc3nc4c(s3)CCCC4)CC2CCO)cc1 (configuration not stated)	0.9	-6	2	1	1	30	1	-11	1	1.1
CS(=O)(=O)NCc1csc(-c2ccccc2)n1	1	-4	0	1	1.1	-1	7	-18	0.9	1
COc1ccc(-n2c(SCC(=O)Nc3cc(C)on3)nc3ccc(O)cc3c2=O)cc1OC	0.7	-5	7	0.9	0.8	4	39	-11	0.6	1.1
CCCC(=O)Nc1sc(C)c(C)c1C(=O)Nc1cccc(C)c1	1	-3	0	1	1	0	10	-10	0.9	1

4 records picked at random from those above, as already listed:
SMILES	PMI act	TNAP inh hiacc	bIAP inh	bIAP act	PMI act hi M6P	L major viab	Diaph inh CS	TNAP inh noacc	Diaph act CS	TNAP act hi DEA
CC(C)(C)c1ccc(C(=O)NNC(=O)Cc2ccccc2)cc1	1	-5	-46	1.5	1.1	0	-2	-41	1	1.1
Cc1cc(S(=O)(=O)N2CCCC2)ccc1OCC(=O)N1CCOCC1	0.9	-1	6	0.9	1	-8	16	-10	0.8	1
Cc1ccc(CN2CCN(Cc3nc4c(s3)CCCC4)CC2CCO)cc1 (configuration not stated)	0.9	-6	2	1	1	30	1	-11	1	1.1
COc1ccc2c(c1)CC/C(=C/c1cc(OC)c(OC)c(OC)c1)C2=O	0.8	2	-7	1.1	0.5	40	12	2	0.9	1

The results go on.
SMILES	PMI act	TNAP inh hiacc	bIAP inh	bIAP act	PMI act hi M6P	L major viab	Diaph inh CS	TNAP inh noacc	Diaph act CS	TNAP act hi DEA
O=c1oc2ccccc2n1CCCCCn1c(=O)oc2ccccc21	1	-9	-1	1	1.1	-4	-10	-1	1.1	1.1
O=C(Nc1nc(-c2cc(Cl)sc2Cl)cs1)c1ccc(Br)s1	1	-3	40	0.6	1	1	6	0	0.9	1
O=C(Nc1ccccc1)c1ccc(S(=O)(=O)N(CCO)CCO)cc1	1	4	9	0.9	1	7	8	-6	0.9	1
COC(=O)c1cccc(NC(=O)CSc2nnc(COc3ccc(C#N)cc3)n2-c2ccccc2)c1	0.8	-5	7	0.9	0.8	8	34	-11	0.7	1.1
COc1ccc(C(=O)NNC(=O)CN2CCC(n3nnc4cc(C)ccc43)CC2)cc1	0.9	-6	-4	1	1	39	7	-127	0.9	1.1
CCCCC(=O)NN(C)c1nc(-c2ccccc2)nnc1C(F)(F)F	0.9	3	5	1	0.9	0	7	-4	0.9	1
O=C1C(=O)N(c2cccc(Cl)c2)C(c2ccccc2[N+](=O)[O-])/C1=C(\O)c1ccccc1 (configuration not stated)	1	0	3	1	1.5	4	15	-4	0.9	1
COc1cccc(C(=O)N/N=C/c2ccc(Oc3ccc([N+](=O)[O-])cn3)c(OC)c2)c1	0.8	-1	-2	1	0.8	-1	14	-1	0.9	1
COc1ccccc1NCC(=O)N/N=C/c1sccc1C	0.8	-6	-18	1.2	0.5	7	29	-12	0.7	1.1
Cc1cc(C)c(C(=O)C2OC(=O)C(C)(C)C(=O)C2(C)C)c(C)c1 (configuration not stated)	1	-2	6	0.9	1	-1	11	-15	0.9	1
c1ccc(-n2ncc3c(NCCN4CCOCC4)ncnc32)cc1	1	-5	3	1	0.8	34	12	2	0.9	1
CCC1CCCCN1CCCNC(=O)c1cc2c(Cl)nc3ccccc3c2s1 (configuration not stated)	1	-5	12	0.9	1.1	100*	-5	-5	1	1.1
C=CCNc1nc(N)c(C(=O)c2ccc3c(c2)OCO3)s1	1.1	-3	29	0.7	1	50*	5	-10	1	1
CC(C)(C)C(=O)COC(=O)c1cc(-c2ccncc2)nc2ccccc12	0.9	-2	-2	1	0.9	8	13	-10	0.9	1
Cc1ccc(-c2cccc(CN3CCN(C4CCN(C(C)C)CC4)C(CCO)C3)c2)o1 (configuration not stated)	0.9	-2	-14	1.1	1	52*	-17	-3	1.2	1
O=C(Nc1ccccc1OC(F)F)c1ccccc1	0.9	-4	13	0.9	0.9	2	18	-2	0.8	1
O=C1N/C(=N/O)S/C1=C/c1cccc([N+](=O)[O-])c1	1.1	0	12	0.9	1	-2	32	2	0.7	1
CCCCCCCn1c(=N)n(CC(=O)c2ccco2)c2ccccc21	0.9	-2	1	1	1	100*	11	-2	0.9	1
